Source: PubChem BioAssay (The Scripps Research Institute Molecular Screening Center)
TAAR1 antag: human TAAR1 antagonism; CHO RD-HGA16 TAAR1, Fluo-8 calcium fluorescence, antagonist; inhibition, % at 3 µM; 1.5% of 360,000 active; AID 624466; Q96RJ0;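 active means inhibition above a per-plate cutoff, the mean inhibition of test compounds on that plate plus 3 SD, cut at about 49% in these data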;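 further: 0% = DMSO plus EC80 beta-PEA response and 100% = DMSO alone without agonist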
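Test system: CHO RD-HGA16 cells bearing hTAAR1 | Reagent: β-PEA, EC80 | Compound dosing: 3 µM, single point | Schedule: Dye loading 75 min at 37 °C, then 30 min room temperature | Signal: Calcium fluorescence with Fluo-8 | Evaluation: Percent inhibition of PEA-evoked calcium signal, max/basal emission ratio | Control set: DMSO-only wells and EC80 β-PEA-stimulated wells | Repeats: Singlicate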
CHO parental Ca: counter-screen: ATP calcium response change in parental CHO cells. parental CHO-K1, ATP-induced calcium, Fluo-8 fluorescence. inhibition, % at 5.6 µM. 0.63% of 330,000 active;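 active means inhibition above that plate's mean sample inhibition plus 3 SD, cut at about 26% in these data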;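 further: 0% = ATP-challenged DMSO wells and 100% = DMSO wells without ATP; some compounds past the cut are filed as inactive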
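Material: parental CHO cells / Compound: single nominal dose of 5.6 µM per compound / Signal: Fluo-8 fluorescence / Replicates: singlicate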
OXTR potentiate: potentiates the human oxytocin receptor response | P30559 | CHO-OTR cells, Fluo-8 calcium fluorescence, potentiator mode; 0% = oxytocin EC15, 100% = EC100 | activation, % at 3 µM | 0.061% of 320,000 active;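 active means activation above that plate's cutoff, the mean activation of tested compounds plus 3 SD, cut at about 6.6% in these data, passing the limit was not always enough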;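 further: 100% uses oxytocin at 75 nM as the full agonist control; some results filed as inactive read as strong as hits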
Target sequence (P30559 whole entry, looked up): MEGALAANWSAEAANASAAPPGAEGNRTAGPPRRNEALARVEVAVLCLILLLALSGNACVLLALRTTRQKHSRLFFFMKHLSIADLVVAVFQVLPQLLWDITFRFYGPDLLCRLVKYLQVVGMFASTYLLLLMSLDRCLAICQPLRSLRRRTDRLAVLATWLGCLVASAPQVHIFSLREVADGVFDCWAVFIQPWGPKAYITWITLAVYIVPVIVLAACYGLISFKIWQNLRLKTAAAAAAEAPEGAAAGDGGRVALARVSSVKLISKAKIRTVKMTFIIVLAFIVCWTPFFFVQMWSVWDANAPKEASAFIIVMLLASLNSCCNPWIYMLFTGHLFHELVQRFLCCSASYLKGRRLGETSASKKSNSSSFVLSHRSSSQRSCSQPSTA
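Assay system: CHO-OTR cells, human receptor / Also added: oxytocin at about EC15, sub-maximal agonist stimulus / Dosing: single dose, 3.0 µM nominal final compound concentration / Incubation: 6 min pre-incubation, 100 s read / Technique: Fluo-8 calcium dye fluorescence / Read-out: % activation vs EC15 and EC100 oxytocin / Benchmarks: EC15 oxytocin low, 75 nM oxytocin high / Replicates: singlicate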
CHO-K1 Ca PAM: counter-screen for M1 PAMs: effect in parental CHO-K1 cells; ATP EC20, Fluo-8 calcium fluorescence; 0% at ATP EC20, 100% at ATP max; activation, % at 3 µM; 0.02% of 360,000 active; AID 602247;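 active means activation above the run cutoff, the mean activation of all test compounds plus 3 SD, cut at about 40% in these data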;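 further: peak over basal fluorescence ratio in a 140 s read after ATP addition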
M1 ag parental: nonselective activator or artifact in parental CHO-K1 cells; Fluo-8 calcium fluorescence; scaled to maximal ATP response, vehicle zero; activation, % at 3 µM; 0.48% of 360,000 active; in the data active means activation above about 15%;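 further: untransfected CHO-K1 host cells lacking M1 receptor as counterscreen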
CHO-K1 Ca antag: nonselective inhibitor or artifact in parental CHO-K1 cells; inhibition, % at 3 µM; 0.6% of 360,000 active; AID 602250; ATP-induced calcium, Fluo-8 fluorescence;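 active means inhibition above a per-plate cutoff, the plate's mean sample inhibition plus 3 SD, cut at about 24% in these data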;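 further: 0% = DMSO plus EC80 ATP and 100% = DMSO alone without ATP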
CHRM1 agonist: human M1 muscarinic receptor agonism | CHO-K1 hM1, Fluo-8 calcium fluorescence, agonist mode; 0% DMSO, 100% acetylcholine EC100 | 0.33% of 360,000 active | AID 588814 | P11229 | activation, % at 3 µM;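 active means activation above the run's mean compound activation plus 3 SD, cut at about 16% in these data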;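 further: peak over basal fluorescence ratio within a 140 s kinetic read after compound addition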
Target sequence (P11229 whole entry, looked up): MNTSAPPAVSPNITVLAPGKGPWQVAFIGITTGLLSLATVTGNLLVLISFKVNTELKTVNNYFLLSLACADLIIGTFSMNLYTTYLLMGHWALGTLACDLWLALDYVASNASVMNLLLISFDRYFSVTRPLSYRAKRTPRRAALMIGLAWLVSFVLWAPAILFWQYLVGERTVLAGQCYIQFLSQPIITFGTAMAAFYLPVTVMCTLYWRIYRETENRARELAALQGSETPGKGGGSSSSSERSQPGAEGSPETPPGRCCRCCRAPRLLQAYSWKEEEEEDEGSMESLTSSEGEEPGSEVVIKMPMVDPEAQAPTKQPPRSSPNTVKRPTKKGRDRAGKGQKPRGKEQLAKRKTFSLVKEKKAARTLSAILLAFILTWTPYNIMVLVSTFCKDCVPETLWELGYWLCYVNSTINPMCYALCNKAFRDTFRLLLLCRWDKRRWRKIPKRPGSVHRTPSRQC
CHRM1 antagonist: human CHRM1 antagonism; AID 588852; 1.3% of 360,000 active; CHO-K1 hM1, Fluo-8 calcium fluorescence, ACh EC80 antagonist; inhibition, % at 3 µM;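 active means percent inhibition above its own plate's cutoff, namely the mean of that plate's compound wells plus 3 SD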;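 further: peak over basal fluorescence ratio during 140 s after agonist addition; 0% = ACh EC80 plus DMSO and 100% = DMSO alone without agonist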
TAAR1 agonist: agonists of human TAAR1; CHO RD-HGA16 TAAR1, Fluo-8 calcium fluorescence; vehicle wells 0%, saturating PEA agonist 100%; 0.99% of 360,000 active; activation, % at 3 µM;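 active means activation above the mean activation of all test compounds in the run plus 3 SD, cut at about 38% in these data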
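Test system: RD-HGA16 (CHO) cells co-expressing Gα16 and hTAAR1 | Doses: Single dose, 3 µM | Schedule: 17-24 h seeding, 75 min 37 °C dye, 30 min RT | Evaluation: % activation from peak over basal fluorescence ratio, DMSO-to-PEA scaled | Technique: Kinetic Fluo-8 calcium fluorescence | Benchmarks: Low control DMSO, high control PEA (EC100)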
* hit, by the source's call. The order is random (roughly 4.2% active in at least one column).

What do the screens show for `Cn1c(SCC(=O)c2ccccc2)nnc1-c1ccco1`?
TAAR1 antag: 2; CHO parental Ca: -14; OXTR potentiate: -8; CHO-K1 Ca PAM: -3; M1 ag parental: 0.5; CHO-K1 Ca antag: 1; CHRM1 agonist: -3; CHRM1 antagonist: 9; TAAR1 agonist: 11

What do the screens show for `COc1ccc(C(=O)C2CCN(C(=S)NCC3CCCO3)CC2)cc1` (stereo not given)?
TAAR1 antag: 5; CHO parental Ca: -17; OXTR potentiate: -9; CHO-K1 Ca PAM: 16; M1 ag parental: 6.2; CHO-K1 Ca antag: -18; CHRM1 agonist: -2; CHRM1 antagonist: -2; TAAR1 agonist: 5

Results for CCCCc1nc2cc(C(=O)N3CCC(OCCOC)CC3)ccc2o1 ?
TAAR1 antag: -7; CHO parental Ca: -10; OXTR potentiate: -6; CHO-K1 Ca PAM: 3; M1 ag parental: -0.2; CHO-K1 Ca antag: -4; CHRM1 agonist: -5; CHRM1 antagonist: -6; TAAR1 agonist: 1

What do the screens show for `CCC1(C)CC(C(CC(=O)O)c2ccc(C)cc2)CCO1` (stereo not given)?
TAAR1 antag: -3; CHO parental Ca: -4; OXTR potentiate: -4; CHO-K1 Ca PAM: 9; M1 ag parental: 0.0; CHO-K1 Ca antag: -11; CHRM1 agonist: -1; CHRM1 antagonist: -22; TAAR1 agonist: 0

What do the screens show for `COc1ccccc1CN(Cc1cc2cc(C)ccc2[nH]c1=O)Cc1nnnn1CC1CCCO1` (stereo not given)?
TAAR1 antag: 18; CHO parental Ca: -26; OXTR potentiate: -14; CHO-K1 Ca PAM: 12; M1 ag parental: 0.6; CHO-K1 Ca antag: -15; CHRM1 agonist: -7; CHRM1 antagonist: -4; TAAR1 agonist: 6

How did Cc1cc(C)n2nc(SCC3COc4ccccc4O3)nc2n1 (stereo not given) do in these assays?
TAAR1 antag: -18; CHO parental Ca: -11; OXTR potentiate: -11; CHO-K1 Ca PAM: 9; M1 ag parental: 0.3; CHO-K1 Ca antag: 3; CHRM1 agonist: -3; CHRM1 antagonist: -1; TAAR1 agonist: 2

How did Cc1onc(-c2c(F)cccc2Cl)c1C(=O)NCCCN1CCOCC1 do in these assays?
CHO parental Ca: -7; OXTR potentiate: -8; CHO-K1 Ca PAM: 17; M1 ag parental: 0.8; CHO-K1 Ca antag: -12; CHRM1 agonist: -7; CHRM1 antagonist: 0

How did N#Cc1nc(-c2ccc(F)cc2)oc1NCc1ccco1 do in these assays?
TAAR1 antag: -24; CHO parental Ca: -13; OXTR potentiate: -6; CHO-K1 Ca PAM: -9; M1 ag parental: 0.1; CHO-K1 Ca antag: 7; CHRM1 agonist: -2; CHRM1 antagonist: -10; TAAR1 agonist: 0

How did COc1cc(C(=O)Nc2cccnc2)cc(OC)c1OC do in these assays?
TAAR1 antag: 11; CHO parental Ca: -8; OXTR potentiate: -1; CHO-K1 Ca PAM: 15; M1 ag parental: 1.0; CHO-K1 Ca antag: -9; CHRM1 agonist: -1; CHRM1 antagonist: -10; TAAR1 agonist: 0

Results for COc1ccccc1-n1nnnc1SCC(=O)NCC1CCCO1 (stereo not given) ?
TAAR1 antag: -18; CHO parental Ca: 1; OXTR potentiate: -5; CHO-K1 Ca PAM: 20; M1 ag parental: 0.9; CHO-K1 Ca antag: 2; CHRM1 agonist: -1; CHRM1 antagonist: -3; TAAR1 agonist: 2

How did COC(=O)[C@]1(C)N[C@H](CN(C)C(=O)Nc2ccc(F)cc2)[C@@H]2C(=O)N(C)C(=O)[C@@H]21 do in these assays?
TAAR1 antag: -8; CHO parental Ca: -6; OXTR potentiate: 3; CHO-K1 Ca PAM: 20; M1 ag parental: 0.3; CHO-K1 Ca antag: -18; CHRM1 agonist: -1; CHRM1 antagonist: -11; TAAR1 agonist: 0

Results for COc1ccc(-c2cc(C(=O)Nc3c(C)nn(Cc4ccccc4Cl)c3C)no2)cc1 ?
TAAR1 antag: -5; CHO parental Ca: -15; OXTR potentiate: -4; CHO-K1 Ca PAM: 12; M1 ag parental: 0.5; CHO-K1 Ca antag: -16; CHRM1 agonist: -4; CHRM1 antagonist: -3; TAAR1 agonist: 0

What do the screens show for `COc1ccc(NC(=O)CS(=O)(=O)c2ccc(Br)cc2)cc1`?
TAAR1 antag: -15; CHO parental Ca: -13; OXTR potentiate: -11; CHO-K1 Ca PAM: 1; M1 ag parental: 2.2; CHO-K1 Ca antag: -7; CHRM1 agonist: -6; CHRM1 antagonist: -7; TAAR1 agonist: 7

Results for Cc1cc(C(=O)COc2ncnc3sccc23)c(C)n1C ?
TAAR1 antag: -19; CHO parental Ca: -11; OXTR potentiate: -7; CHO-K1 Ca PAM: 19; M1 ag parental: 0.2; CHO-K1 Ca antag: -6; CHRM1 agonist: -5; CHRM1 antagonist: 2; TAAR1 agonist: 4

What do the screens show for `COc1cccc(C2C(C(=O)c3cc4ccccc4o3)=C(O)C(=O)N2CCN2CCOCC2)c1` (stereo not given)?
TAAR1 antag: 0; CHO parental Ca: -4; OXTR potentiate: -12; CHO-K1 Ca PAM: 17; M1 ag parental: 0.3; CHO-K1 Ca antag: -12; CHRM1 agonist: -2; CHRM1 antagonist: -2; TAAR1 agonist: 0

What do the screens show for `COc1cc(C2c3cc4c(cc3OC(NCc3ccccc3)C2C)OCO4)cc(OC)c1OC` (stereo not given)?
TAAR1 antag: 1; CHO-K1 Ca PAM: -11; M1 ag parental: 0.5; CHO-K1 Ca antag: -3; CHRM1 agonist: 1; CHRM1 antagonist: -18; TAAR1 agonist: 8

How did O=C(Nc1ccc(F)cc1)Nc1nnc(Cc2ccccc2F)s1 do in these assays?
TAAR1 antag: 1; CHO parental Ca: -8; OXTR potentiate: -13; CHO-K1 Ca PAM: 12; M1 ag parental: 1.5; CHO-K1 Ca antag: -3; CHRM1 agonist: -3; CHRM1 antagonist: 5; TAAR1 agonist: 12

How did Cc1ccc(CNC(=O)CCn2nc(-c3ccc(Cl)cc3)ccc2=O)cc1 do in these assays?
TAAR1 antag: 1; CHO parental Ca: -26; OXTR potentiate: -4; CHO-K1 Ca PAM: 6; M1 ag parental: -0.6; CHO-K1 Ca antag: -19; CHRM1 agonist: -5; CHRM1 antagonist: -12; TAAR1 agonist: 2

How did Cc1ccc(S(=O)(=O)NCc2ccc(C(=O)N3CCN(Cc4ccccc4)CC3)cc2)cc1 do in these assays?
TAAR1 antag: -3; CHO parental Ca: -29; OXTR potentiate: -5; CHO-K1 Ca PAM: -8; M1 ag parental: 4.7; CHO-K1 Ca antag: -4; CHRM1 agonist: -6; CHRM1 antagonist: 2; TAAR1 agonist: 17

What do the screens show for `CCOC(=O)c1ccc(-c2c(-c3ccccc3OC)sc3ccc(OC)cc23)cc1F`?
TAAR1 antag: -9; CHO parental Ca: 2; OXTR potentiate: -8; CHO-K1 Ca PAM: -1; M1 ag parental: -0.6; CHO-K1 Ca antag: 8; CHRM1 agonist: 0; CHRM1 antagonist: -13; TAAR1 agonist: 6

How did CCOC(=O)N1CCN(S(=O)(=O)c2ccc(C)cc2)C1c1ccc(OC)cc1 (stereo not given) do in these assays?
TAAR1 antag: -6; CHO parental Ca: -27; OXTR potentiate: -8; CHO-K1 Ca PAM: 22; M1 ag parental: 0.8; CHO-K1 Ca antag: -11; CHRM1 agonist: 0; CHRM1 antagonist: -9; TAAR1 agonist: 3

How did Cc1ccc(C(=O)Nc2cc3[nH]c(=O)oc3cc2C)cc1 do in these assays?
TAAR1 antag: -9; CHO parental Ca: -5; OXTR potentiate: -6; CHO-K1 Ca PAM: 4; M1 ag parental: 0.3; CHO-K1 Ca antag: -18; CHRM1 agonist: -3; CHRM1 antagonist: -18; TAAR1 agonist: -2

Results for CC(NC(=O)c1ccccc1Cl)C(=O)NCc1cccs1 (stereo not given) ?
TAAR1 antag: 13; CHO-K1 Ca PAM: 1; M1 ag parental: 0.7; CHO-K1 Ca antag: -3; CHRM1 agonist: -3; CHRM1 antagonist: 2; TAAR1 agonist: 0

What do the screens show for `O=Cc1c[nH]c2ncccc12`?
TAAR1 antag: -22; CHO parental Ca: -5; OXTR potentiate: -4; CHO-K1 Ca PAM: 2; M1 ag parental: -0.5; CHO-K1 Ca antag: 7; CHRM1 agonist: -1; CHRM1 antagonist: -4; TAAR1 agonist: 1

How did O=[N+]([O-])c1cccc2cn[nH]c12 do in these assays?
TAAR1 antag: -6; CHO parental Ca: -2; OXTR potentiate: -15; CHO-K1 Ca PAM: 4; M1 ag parental: 0.0; CHO-K1 Ca antag: 2; CHRM1 agonist: 0; CHRM1 antagonist: -18; TAAR1 agonist: 1

Results for NS(=O)(=O)c1ccc(NC(=O)COC(=O)CCc2c[nH]c3ccccc23)cc1 ?
TAAR1 antag: 3; CHO parental Ca: 3; OXTR potentiate: -5; CHO-K1 Ca PAM: -10; M1 ag parental: 2.1; CHO-K1 Ca antag: 0; CHRM1 agonist: -1; CHRM1 antagonist: 4; TAAR1 agonist: 2

What do the screens show for `O=C(CCSc1ccccc1)N1CCN(C(=O)c2ccco2)CC1`?
TAAR1 antag: -24; CHO parental Ca: -8; OXTR potentiate: -1; CHO-K1 Ca PAM: 7; M1 ag parental: 1.0; CHO-K1 Ca antag: -9; CHRM1 agonist: -4; CHRM1 antagonist: -4; TAAR1 agonist: 5

Results for Cc1ccccc1/C=C1\CCCc2ccccc2C1=O ?
TAAR1 antag: 20; CHO parental Ca: -9; OXTR potentiate: 1; CHO-K1 Ca PAM: 0; M1 ag parental: -0.1; CHO-K1 Ca antag: -6; CHRM1 agonist: -3; CHRM1 antagonist: -4; TAAR1 agonist: 15

What do the screens show for `OCCC1CN(Cc2ccc3ncccc3c2)CCN1Cc1ccccc1` (stereo not given)?
TAAR1 antag: 10; CHO parental Ca: -13; OXTR potentiate: -4; CHO-K1 Ca PAM: 4; M1 ag parental: -0.1; CHO-K1 Ca antag: 2; CHRM1 agonist: -15; CHRM1 antagonist: -1; TAAR1 agonist: 2

How did Cc1cnc(C(=O)OC(C)C(=O)Nc2ccccc2-c2ccccc2)cn1 (stereo not given) do in these assays?
TAAR1 antag: -19; CHO parental Ca: 4; OXTR potentiate: -13; CHO-K1 Ca PAM: -5; M1 ag parental: 0.7; CHO-K1 Ca antag: 6; CHRM1 agonist: -1; CHRM1 antagonist: -7; TAAR1 agonist: 0
